KOR beta-arrestin-1 = KOR agonists, beta-arrestin recruitment, primary screen, cell-based, luminescence, uHTS (AID 1777) | KOR beta-arrestin recruitment, luminescence; higher % means a stronger effect | 280,000 tested, 0.02% active | activation, % at 10 µM, or EC50 in µM where a hit was titrated; in the data active = activation above about 50%, passing the limit was not always enough; also: a part of the inactive calls stands beside numbers as strong as those of hits
MgcRacGAP inhibition = MgcRacGAP GTPase-activating activity inhibitors, confirmation, biochemical, ADP Hunter fluorescence. 340,000 tested, 0.6% active. AID 624330. MgcRacGAP-stimulated Rac1 GTP hydrolysis, ADP Hunter fluorescence; higher % means a stronger effect; GST-tagged Rac1 F28L mutant substrate. inhibition, % at 30 µM, or IC50 in µM where a hit was titrated;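 active = first-screen hits whose inhibition reached a set limit at any dose in the follow-up dose series; inconclusive = inhibition above the set first-screen limit but never retested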;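 also: fluorescence reports GDP produced by GAP-driven GTP hydrolysis; strong numbers were not always called active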
GPR55 antagonists = GPR55 antagonists blocking LPI-driven arrestin recruitment, primary screen, imaging, U2OS, beta-arrestin-GFP, LPI agonist (AID 2013); 290,000 tested, 0.13% active; U2OS GPR55 beta-arrestin-GFP translocation imaging, LPI antagonism; higher % means a stronger effect; inhibition, % at 10 µM, or IC50 in µM where a hit was titrated;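 active = spots per cell inhibited over 60%, with over 100 cells counted and total cytoplasm intensity under 500,000; inconclusive = wells with under 100 cells, flagged as likely toxic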;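 also: U2OS cells stably carrying GPR55 and arrestin-GFP stimulated by 5 µM LPI near EC80; imaged beta-arrestin-GFP aggregate spots per cell after agonist stimulation; plate controls were LPI-stimulated DMSO wells for no effect and DMSO wells without LPI for full effect; some results filed as inactive read as strong as hits; confirmed hits need IC50 under 10 µM and bright autofluorescent wells are also inconclusive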
NTR1 agonist = NTR1-driven beta-arrestin-GFP spot formation – imaging, U2OS cells, high content, primary screen (AID 493036); activation, % at 20 µM; 330,000 tested, 0.17% active; agonist mode; P30989;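 active = activation at or above 40% of the spot to cytoplasm intensity ratio, with at least 20 cells analyzed; inconclusive = wells under 20 cells, flagged as cytotoxic or low count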;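 also: 0% = DMSO without peptide and 100% = 100 nM NTR1 peptide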
Target sequence (P30989 whole entry, looked up): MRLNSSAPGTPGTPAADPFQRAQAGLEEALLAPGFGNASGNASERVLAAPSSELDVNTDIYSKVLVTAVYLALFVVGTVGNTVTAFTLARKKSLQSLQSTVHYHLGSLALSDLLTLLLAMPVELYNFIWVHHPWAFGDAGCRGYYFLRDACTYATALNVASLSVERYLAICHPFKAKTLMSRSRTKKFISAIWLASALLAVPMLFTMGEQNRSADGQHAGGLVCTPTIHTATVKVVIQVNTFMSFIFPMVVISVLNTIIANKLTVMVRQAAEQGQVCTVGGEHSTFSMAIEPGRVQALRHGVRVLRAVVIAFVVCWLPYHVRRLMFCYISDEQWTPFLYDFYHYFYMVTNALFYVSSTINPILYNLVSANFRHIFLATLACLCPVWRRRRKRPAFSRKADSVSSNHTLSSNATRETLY
GPR35 arrestin U2OS = GPR35 antagonists blocking zaprinast-driven arrestin recruitment, primary screen, imaging, U2OS, beta-arrestin-GFP, zaprinast agonist (AID 2058); U2OS GPR35 beta-arrestin-GFP translocation imaging, zaprinast antagonism; higher % means a stronger effect; one-dose inhibition, % at 10 µM; IC50 in µM for titrated hits; 290,000 tested, 0.052% active;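 active = inhibition of at least 50% with at least 30 cells and total cytoplasm GFP at most 10,000,000; inconclusive = under 30 cells or total GFP of 10,000,000 plus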
GPR55 activation = GPR55 agonists via beta-arrestin recruitment, primary screen, imaging, U2OS cells, beta-arrestin-GFP redistribution (AID 1961); U2OS GPR55 beta-arrestin-GFP redistribution imaging; higher % means a stronger effect; one-dose activation, % at 10 µM; EC50 in µM for titrated hits; 290,000 tested, 0.048% active;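 active = activation above 40% with more than 50 cells counted in the well; inconclusive = wells holding fewer than 50 cells, flagged as toxic or sparse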;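 also: U2OS osteosarcoma cells stably expressing GPR55 and beta-arrestin-GFP; plate controls were DMSO negative control for no effect and LPI positive control for full effect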
KOR beta-arrestin-2 = kappa opioid receptor blockers – cell-based, luminescence, uHTS (AID 1778) | KOR beta-arrestin recruitment, luminescence, antagonist mode; higher % means a stronger effect | inhibition, % at 10 µM, or IC50 in µM where a hit was titrated | 290,000 tested, 0.091% active; in the data active = inhibition above about 50%; also: strong numbers were not always called active
UTI89 phage lysis = inhibition of K1F phage lysis, E. coli UTI89, bacterial capsule biogenesis inhibitors, alamar blue (AID 488966); inhibition, % at 100 µM, or IC50 in µM where a hit was titrated; E. coli UTI89 K1F phage lysis, alamar blue, 2 h; higher % means a stronger effect; 340,000 tested, 0.02% active;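 active = phage lysis inhibition, versus mean bacterial control, above a set limit; inconclusive = no clear call, values can overlap the other calls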;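 also: capsule biogenesis inhibitors block K1F phage lysis so surviving cells raise fluorescence; higher fluorescence means more inhibition of phage lysis; actives were called in the ten point dose series up to 300 µM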
NOD1 NF-kB reporter = NOD1 signaling inhibitors, primary screen, cell-based, luminescence, uHTS (AID 1578); inhibition, % at 4 µM, or EC50 in µM where a hit was titrated; NOD1-driven NF-kB luciferase reporter cells, luminescence; higher % means a stronger effect; 290,000 tested, 1% active; in the data active = inhibition mostly above about 36%, no sharp cut-off; inactive = mostly below about 34%;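 also: HEK-293T reporter cells stimulated with the NOD1 agonist gamma-tri-DAP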
NTR1 agonist cell count 20 µM = further read-out of NTR1 agonist, marked with its call; cell count; measured here: cell count, cytotoxicity flag
* marks the source's active call; other numbers are inactive results; ? = inconclusive; / = no result given; [ ] = another dose, or the depositor's remark.

SMILES	KOR beta-arrestin-1	MgcRacGAP inhibition	GPR55 antagonists	NTR1 agonist	NTR1 agonist cell count 20 µM	GPR35 arrestin U2OS	GPR55 activation	KOR beta-arrestin-2	UTI89 phage lysis	NOD1 NF-kB reporter
CC(=O)Nc1ccc(NC(=O)c2cc(-c3cc(C)c(C)cc3O)n[nH]2)cc1	5.5%	/	3%	0.1	51	-15%	0.5%	-10%	0.3%	0%
NS(=O)(=O)c1cccc(NC(=O)COC(=O)Cc2ccc(S(=O)(=O)N3CCCCC3)s2)c1	-1.2%	8%	-11%	-0.9	29	9%	-0.1%	-21%	0.4%	-39%
NC(=O)c1ccc(NC(=O)CN2CCN(c3ccccc3)CC2)cc1	0.3%	5%	2%	0.2	58	-6%	-0.1%	-30%[20 µM]	-0.9%	-14%
O=C(CN1C(=O)NC2(CCc3ccccc3C2)C1=O)NCC(F)(F)F (stereo not drawn)	-2.6%	6%	-5%	-1.5	57	-2%	0.0%	28%	0.7%	8%
Cc1ccc(S(=O)(=O)N2CCN(C(=O)CSC3CCCC3)CC2)c(C)c1	-3.0%	2%	13%	-0.4	93	3%	-0.3%	22%	1.2%	-9%
COc1cccc(NC(=O)CSc2ccc3nnc(-c4ccncc4)n3n2)c1	-8.2%	-1%	-1%	-2.6	92	3%	-0.1%	-2%	0.2%	11%
O=c1[nH]c2cc(Cl)cc(Cl)c2[nH]c1=O	-3.7%	-6%	-2%	2.3	79	3%	-0.2%	8%	-0.3%	-8%
COc1ccc(C(=O)NC2CC(C)(C)Cc3c2cnn3-c2ccccc2C)c(OC)c1OC (stereo not drawn)	14%	9%	-2%	2.6	53	-1%	0.7%	7%	-0.1%[50 µM]	1%
Cc1onc(-c2ccccc2)c1C(=O)Nc1ccc(OC(C)C)cc1	-3.3%	7%	-3%	-2.3	58	4%	-0.4%	-3%	-1.6%	-18%
Cc1nn(-c2ccccc2)c2sc(C(=O)NC3CCCCC3)cc12	1.7%	2%	15%	6.3	65	-2%	0.0%	11%	-1.8%	-24%
CC1CCc2c(sc3ncn(Cc4ccc(C(=O)O)cc4)c(=O)c23)C1 (stereo not drawn)	-3.0%	-5%	-4%	0.6	103	-14%	-0.1%	-49%[20 µM]	1.0%	-42%
O=C(NCCN1CCOCC1)c1ccc2c(c1)N(Cc1ccccc1F)C(=O)CS2	4.9%	3%	12%	-2.6	43	-6%	-0.1%	-1%	-0.1%	-39%
O=C(NCc1ccc(F)cc1)c1cnccn1	3.9%	5%	-6%	-1.6	63	12%	-0.1%	-4%	-0.5%	-27%
CCOC(=O)N1CCC(NC(=O)CCC(=O)N2CC(C)Oc3ccccc32)CC1 (stereo not drawn)	0.2%	3%	-2%	0.1	48	-19%	-0.1%	13%	4.5%	-6%
Cc1nc2c(C(=O)NCc3ccc4c(c3)OCO4)cnn2c(C)c1Cc1ccc(F)cc1Cl	10%	-1%	8%	6.7	57	-16%	0.0%	-11%	-0.7%	5%
CCOc1ccccc1N1C(=O)c2ccc(C(=O)Nc3cccnc3)cc2C1=O	-3.0%	10%	-4%	1.3	52	14%	0.2%	-35%	-2.1%	4%
CC(C)n1c(SCC(=O)Nc2nncs2)nnc1C1CC1	-3.1%	4%	21%	2.2	61	15%	0.0%	8%	0.3%	-22%
COc1ccc(NC(=O)Cn2c(=O)sc3ccccc32)c(OC)c1	-4.3%	-11%	-12%	1.4	60	8%	-0.2%	-14%	8.0%	0%
COC(=O)C(Cc1ccccc1)P(=O)(c1ccccc1)c1ccccc1 (stereo not drawn)	-0.4%	1%	-2%	2.1	36	1%	0.0%	18%	4.4%	-28%
Cc1[nH]n2c(=O)cc(C(C)C)nc2c1-c1ccccc1	-0.6%	9%	11%	-1.3	91	-9%	-0.1%	16%	0.0%	-8%
CCCNC(=O)NC(=O)CSc1ncc(C(F)(F)F)cc1Cl	-8.1%	7%	16%	1.3	54	-12%	-0.1%	11%	0.1%	-20%
CCC(Sc1nc(C)cc(C)n1)C(=O)Nc1ccc(Cl)cn1 (stereo not drawn)	-2.0%	10%	6%	1.4	55	-10%	0.6%	-36%	0.4%	-3%
CCC(=O)Nc1cccc(NC(=S)NC(=O)c2ccc(Cl)cc2Cl)c1	2.5%	10%	5%	0.6	52	-2%	-0.1%	5%	4.3%	-27%
COc1ccc(-c2ccc(-c3noc(-c4cccs4)n3)c(OC)n2)cc1	1.5%	13%	10%	3.6	37	5%	0.2%	33%	0.7%	-41%
O=C1c2ccccc2C(=O)C12OC2c1ccc(Cl)cc1Cl (stereo not drawn)	1.4%	13%	-1%	/	/	-1%	0.1%	-12%	-0.1%	37%
COc1ccc(-c2ccc(C(=S)N3CCN(C(C)=O)CC3)o2)cc1	-3.1%	11%	3%	-0.1	59	-2%	0.1%	-22%	3.1%	/
C=C(C)CNC(=S)N/N=C/c1ccco1	-4.5%	7%	1%	-0.8	54	5%	-0.1%	10%	0.0%	-11%
COC(=O)Cc1c(C)nc2nc(-c3ccccc3)[nH]n2c1=O	-0.9%	5%	4%	-0.1	47	-5%	-0.1%	17%	2.7%	-8%
CC[C@@H](C)C(N)c1cn([C@@H](CCC(=O)O)C(=O)N2CCNCC2)nn1 (stereo partly drawn)	2.2%	1%	3%	2.0	107	-3%	-0.1%	-18%	2.9%	-25%
O=C(Nc1ccccc1)c1ccc[n+](Cc2ccc([N+](=O)[O-])cc2)c1	-3.9%	4%	5%	-2.3	69	8%	-0.2%	18%	0.4%	-7%

4 compounds out of the list, sorted by molar mass, highest first.
SMILES	KOR beta-arrestin-1	MgcRacGAP inhibition	GPR55 antagonists	NTR1 agonist	NTR1 agonist cell count 20 µM	GPR35 arrestin U2OS	GPR55 activation	KOR beta-arrestin-2	UTI89 phage lysis	NOD1 NF-kB reporter
COc1ccc(NC(=O)Cn2c(=O)sc3ccccc32)c(OC)c1	-4.3%	-11%	-12%	1.4	60	8%	-0.2%	-14%	8.0%	0%
O=C(Nc1ccccc1)c1ccc[n+](Cc2ccc([N+](=O)[O-])cc2)c1	-3.9%	4%	5%	-2.3	69	8%	-0.2%	18%	0.4%	-7%
COC(=O)Cc1c(C)nc2nc(-c3ccccc3)[nH]n2c1=O	-0.9%	5%	4%	-0.1	47	-5%	-0.1%	17%	2.7%	-8%
Cc1[nH]n2c(=O)cc(C(C)C)nc2c1-c1ccccc1	-0.6%	9%	11%	-1.3	91	-9%	-0.1%	16%	0.0%	-8%

Further structures
SMILES	KOR beta-arrestin-1	MgcRacGAP inhibition	GPR55 antagonists	NTR1 agonist	NTR1 agonist cell count 20 µM	GPR35 arrestin U2OS	GPR55 activation	KOR beta-arrestin-2	UTI89 phage lysis	NOD1 NF-kB reporter
O=C(NCc1ccccc1)c1nc2ccccc2s1	-3.7%	11%	4%	-0.7	56	4%	1.3%	35%	0.1%	-40%
CC1=CC(=C(C#N)c2nc3ccccc3s2)C=C(C)N1c1ccc(F)cc1F	-3.3%	3%	-3%	2.0	43	2%	1.2%	-1%	0.4%[50 µM]	-18%
COc1ccc(-c2nc(SC)n(C(=O)c3ccco3)n2)cc1	4.8%	11%	0%	-1.7	105	10%	-0.3%	-27%	-0.7%	-22%
O=Cc1cn(CC(=O)N2CCCCC2)c2ccccc12	3.3%	1%	12%	-0.5	43	-6%	-0.2%	/	-1.8%	-38%
CC(C)(C)c1ccc(-c2noc(C(=O)NN)n2)cc1	2.8%	11%	6%	0.5	54	2%	0.2%	-2%	3.8%	2%
CCN(CC)c1ccc(/C=N/NC(=O)CNC(=O)/C=C/c2ccco2)cc1	-0.3%	6%	-9%	-0.3	65	5%	/	-21%	-0.2%	-17%
CSc1nsc(SCC(=O)Nc2ccc(Cl)c(C(=O)O)c2)n1	1.2%	9%	12%	-1.2	49	13%	0.3%	0%	0.0%	-6%
CCCCSc1nc(CCC)cc(=O)[nH]1	-1.2%	8%	-2%	-1.5	76	-1%	-0.2%	-60%	-0.3%	4%
O=C(CN1C(=O)c2cccc3cccc1c23)Nc1cccnc1	11%	-2%	-2%	-0.5	57	4%	-0.3%	-7%	-1.3%	8%
Cc1ccc(NC(=O)CSc2nnc(NC(=O)C3CC3)s2)cc1	-2.3%	10%	-1%	-0.1	58	-3%	-0.2%	12%	1.6%[50 µM]	-12%
COc1ccccc1N1CCN(S(=O)(=O)c2c(C(=O)N3CCOCC3)c(C)n(C)c2C)CC1	2.4%	-1%	6%	0.7	72	-1%	-0.2%	0%	0.0%	-35%
Cc1ccc(CNC(=O)C23CN(Cc4ccccc4)CC2C(c2ccc([N+](=O)[O-])cc2)=NO3)o1 (stereo not drawn)	0.5%	2%	23%	0.2	87	9%	-0.1%	2%	2.5%	-22%
CCC(=O)N/N=C(\C)CC(=O)Nc1ccc2ccccc2c1	0.6%	2%	8%	-0.5	87	-5%	-0.3%	-26%	-0.1%	7%
CC1CN(C2CCN(S(=O)(=O)c3ccc4ccccc4c3)CC2)CC(C)O1 (stereo not drawn)	-6.1%	?	-1%	-0.1	66	1%	0.3%	-27%	-0.2%	-1%
CCOC(=O)c1cnc2c(Cl)cccc2c1NCCN1CCOCC1	11%	7%	9%	2.3	53	-1%	-0.3%	-29%	3.1%[50 µM]	-14%
CCN(CC(=O)NCc1ccc(Cl)cc1)S(=O)(=O)c1ccc(F)cc1	-6.7%	7%	-4%	0.1	97	1%	0.4%	11%	0.2%	9%
CCc1ccc(N(CC(=O)Nc2ccc(OC)cc2OC)S(C)(=O)=O)cc1	10%	7%	-6%	-1.0	22	-14%	-0.2%	30%	0.1%	40%
CCc1ccccc1NC(=O)NC1CC2CCC(C1)N2Cc1cccs1 (stereo not drawn)	2.7%	-3%	28%	0.8	40	-5%	0.2%	15%	0.5%	/
C=CCNC(=O)c1oc2ccc(S(=O)(=O)N3CCCCC3)cc2c1C	4.4%	8%	-17%	-0.6	62	25%	0.2%	-24%	-0.1%	-7%
O=C(Nc1ccc(-c2nc3ccccc3[nH]2)cc1)C1CCCO1 (stereo not drawn)	-0.2%	4%	2%	-0.3	51	-15%	0.2%	-28%	-0.3%	-20%
CCOC(=O)C1CCN(c2c(NCCCN3CCN(Cc4ccccc4)CC3)c(=O)c2=O)CC1	-9.9%	-25%	14%	-0.6	58	-3%	0.3%	5%	7.7%	29%

Screening data deposited in PubChem BioAssay by several laboratories.

This is a subset (hit frequency here may not be typical).
